ASAP1 inh – inhibitors of human ASAP1 ArfGAP activity, primary screen, biochemical, fluorescence polarization | Arf-GAP with SH3 domain, ANK repeat and PH domain-containing protein 1 (Homo sapiens), … | AID 624377, 2012 | ASAP1-stimulated ARF1 GTP hydrolysis, GDP FP detection | actives 0.19% (n = 360,000) | inhibition, % at 16.5 µM; in the data active = inhibition above about 25%;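 also: 0% = vehicle with enzyme and substrate and 100% = no enzyme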
Target sequence (Q9ULH1 325-724 limits assumed): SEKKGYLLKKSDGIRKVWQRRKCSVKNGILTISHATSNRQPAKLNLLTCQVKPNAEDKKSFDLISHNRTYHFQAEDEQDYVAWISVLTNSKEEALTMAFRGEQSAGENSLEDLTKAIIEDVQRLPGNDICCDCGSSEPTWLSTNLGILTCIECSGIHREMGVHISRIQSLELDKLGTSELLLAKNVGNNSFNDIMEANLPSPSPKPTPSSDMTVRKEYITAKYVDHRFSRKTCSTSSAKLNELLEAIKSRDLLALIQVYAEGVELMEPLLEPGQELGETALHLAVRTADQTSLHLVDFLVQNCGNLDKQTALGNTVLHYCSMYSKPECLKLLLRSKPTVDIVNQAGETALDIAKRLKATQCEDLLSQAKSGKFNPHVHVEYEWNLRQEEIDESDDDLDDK
SMARCA2 act – SMARCA2 (BRM) function activators, primary screen, cell-based, luminescence, high throughput | MG213 cells, MMTV-luciferase reporter, dexamethasone, overnight | activation, % at 9.1 µM | actives 1% (n = 370,000); in the data active = activation above about 7.8%;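 also: 0% = vehicle wells and 100% = reference activator wells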
mABHD4 FP – ABHD4 inhibitors, primary screen, biochemical, fluorescence polarization, mouse | actives 0.54% (n = 370,000) | inhibition, % at 8.92 µM | purified mABHD4, FP-Rh probe fluorescence polarization | (Lyso)-N-acylphosphatidylethanolamine lipase (Mus musculus), Q8VD66;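 active = inhibition exceeding the mean over every tested compound plus 3 SD, cut at about 30% in these data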;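 also: 0% = plate median of compound wells and 100% = S159A mutant with DMSO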
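Material: mouse ABHD4 enzyme, wild type; Benchmarks: S159A mutant high control, sample median low control; Buffer or medium: HEPES pH 7.0, NaCl, Pluronic buffer; Signal: fluorescence polarization; Read-out: percent inhibition of probe binding, normalized to plate controls; Timing: pre-incubation 45 min, probe exposure 60 min, at 25 °C; Dosing: 8.92 µM, single dose.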
rCAG RNA binder – binders of r(CAG) RNA repeats, primary screen, biochemical, fluorescence. r(CAG) RNA repeat, TO-PRO-1 dye displacement fluorescence. inhibition, % at 3 µM. actives 1.3% (n = 370,000);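 active = inhibition above the plate cutoff, the mean of all test compounds on that plate plus 3 SD, cut at about 35% in these data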;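 also: 0% = DMSO alone and 100% = 100 µM mitoxantrone as full dye displacement; higher means more dye released from RNA so lower well fluorescence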
PG9 Ab binder – binders of HIV-1 gp120 antibody PG9, primary screen, biochemical, TR-FRET; HIV-1 gp120 / PG9 antibody interaction; TR-FRET gp120-PG9 antibody binding; inhibition, % at 6.7 µM; actives 0.43% (n = 360,000); AID 624416, 2012; in the data active = inhibition above about 8.5%
GC-A act – GC-A stimulated cGMP production enhancers – HEK293 GC-A cells, cGMP TR-FRET, EC30 ANP, primary screen | Atrial natriuretic peptide receptor 1 (Homo sapiens), P16066 | 0% at EC30 ANP, 100% saturating ANP | activation, % at 10 µM | actives 0.14% (n = 370,000) | AID 1671463, 2021; in the data active = activation above about 40%
NR1D1 modulator – modulators of Rev-erb alpha DNA binding, primary screen, biochemical, FITC-DNA, fluorescence polarization, uHTS. AID 1259318, 2017. actives 0.79% (n = 370,000). Rev-erbα–FITC-DNA binding, 90 min. activity, % at 10 µM. Nuclear receptor subfamily 1 group D member 1 (Homo sapiens), P20393;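 active = activity above about 14%, limit read from the data; passing the limit was not always enough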;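 also: 0% = DMSO wells with 35 nM protein and 100% = DMSO wells with 750 nM protein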
NPR2 activator – human GC-B receptor activators, primary screen, HEK293 GC-B cells, cGMP TR-FRET, EC30 CNP; actives 0.11% (n = 370,000); AID 1920062, 2024; activation, % at 10 µM; 0% at EC30 CNP, 100% saturating CNP; Atrial natriuretic peptide receptor 2 (Homo sapiens), P20594;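 active = activation at 10 µM reaching about 35% in either raw or pattern-adjusted values, limit read from the data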
ARFGAP1 inh – inhibitors of rat ARFGAP1 GAP activity, primary screen, biochemical, fluorescence polarization, GDP tracer; actives 0.26% (n = 360,000); ADP-ribosylation factor GTPase-activating protein 1 (Rattus norvegicus), Q62848; Arfgap1-stimulated ARF1 GTP hydrolysis, GDP FP detection; inhibition, % at 16.5 µM;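 active = inhibition above a per-plate limit, mean inhibition of low control wells plus 3 SD, cut at about 25% in these data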;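 also: 0% = DMSO wells with enzyme and 100% = wells lacking Arfgap1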
Target sequence (Q62848 1-136 limits assumed): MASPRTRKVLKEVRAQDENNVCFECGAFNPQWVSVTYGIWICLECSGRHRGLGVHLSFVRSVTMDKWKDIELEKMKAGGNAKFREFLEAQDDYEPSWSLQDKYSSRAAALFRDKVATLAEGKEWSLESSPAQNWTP
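material = rat Arfgap1 catalytic domain, aa 1-136 | also added = human ARF1(Δ1-17)-GTP substrate | compound dosing = one concentration, 16.5 µM, DMSO 1.26% | times = GTP hydrolysis reaction 2 h at 25 °C | measured by = FP, GDP Alexa 633 tracer displaced from anti-GDP antibody, 620/688 nm | evaluation = percent inhibition of Arfgap1-stimulated GTP hydrolysis | replication = single well per compound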
HTRA1 inh – HTRA1 serine protease inhibitors, primary screen, biochemical, fluorescence polarization, HTS. recombinant HTRA1, FP-rhodamine activity-based probe. inhibition, % at 5.96 µM. actives 0.5% (n = 340,000). AID 504803, 2011; in the data active = inhibition above about 36%;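 also: 0% = enzyme with DMSO and 100% = wells lacking enzyme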
Target sequence (Q92743 whole entry, looked up): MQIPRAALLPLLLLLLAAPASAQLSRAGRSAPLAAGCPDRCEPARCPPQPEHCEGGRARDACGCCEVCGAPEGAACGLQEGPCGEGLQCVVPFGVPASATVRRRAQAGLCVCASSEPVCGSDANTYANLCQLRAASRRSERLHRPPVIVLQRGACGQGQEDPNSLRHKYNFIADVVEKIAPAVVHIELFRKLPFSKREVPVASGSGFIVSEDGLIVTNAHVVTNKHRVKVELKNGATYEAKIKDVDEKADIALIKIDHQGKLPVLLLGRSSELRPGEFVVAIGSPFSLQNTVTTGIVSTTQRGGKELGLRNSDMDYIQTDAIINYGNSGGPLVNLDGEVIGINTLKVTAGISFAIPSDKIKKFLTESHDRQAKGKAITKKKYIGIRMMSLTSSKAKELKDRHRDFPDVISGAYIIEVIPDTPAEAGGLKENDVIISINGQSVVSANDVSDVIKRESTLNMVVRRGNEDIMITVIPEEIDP
* marks the source's active call; other numbers are inactive results; x = no result given; & = joins results of further samples. Rows were taken by chance, and some 4.4% of all compounds hit somewhere here.

mol	ASAP1 inh	SMARCA2 act	mABHD4 FP	rCAG RNA binder	PG9 Ab binder	GC-A act	NR1D1 modulator	NPR2 activator	ARFGAP1 inh	HTRA1 inh
CCc1ccccc1NC(=S)/N=C(\N)Nc1nc(C)c2cc(C)ccc2n1	-11	4	-2	25	-1.6	-3	-5	-1	15	-25
Cc1[nH]nc(SCC(=O)NCCc2ccccc2)c1[N+](=O)[O-]	1	3	1	4	-3.6	-4	1	-4	2	3
CCOc1cc(C(=O)NCCN2CCOCC2)cc(OCC)c1OCC	4	1	-2	-1	0.8	3	0	-5	-5	5
c1ccc(CSC2=NNC(c3ccccn3)S2)cc1 (stereo unspecified)	2	-3	18	5	-1.8	3	-3	1	7	18
O=C(Nc1cc(Cl)ccc1N1CCCC1)C1=NN(c2ccccc2)C(=O)CC1	3	1	3	-2	-1.9	-1	-3	-7	0	-1
CC(C)CC(=O)Nc1c2c(nn1-c1cccc(Cl)c1)CS(=O)(=O)C2	8	-2	-4	-4	-0.5	-3	3	-6	-3	4
Cc1ccc(CN2C(=O)CCC2C(=O)NCCN2CCN(c3cccc(Cl)c3)CC2)cc1 (stereo unspecified)	4	-3	1	2	-1.7	-3	-5	-1	-5	-1
COc1ccc(S(=O)(=O)Nc2ccc(Cl)cn2)c(C)c1C	5	-3	4	12	1.3	-1	1	1	-3	0
CN(C)C(=S)Oc1ccccc1-c1ccccc1OC(=S)N(C)C	-2	-1	3	-8	-0.3	-1	-3	1	-6	1
CCCc1cc(-c2ccc3c(c2)COc2c4ccccc4nn2-3)on1	-2	6	13	6	1.6	0	-14	2	-5	-19
Cc1ccc(/C(=N\O)c2oc3c(C)c4oc(=O)cc(C)c4cc3c2C)cc1	-7	-1	-57	20	0.5	17	1	-4	1	-46
[O-]/C(=C(\C(=S)Nc1cccc2ccccc12)[n+]1ccccc1)c1ccc(OC(F)F)cc1	3	-3	15	8	-0.8	3	7	3	-3	0
Cc1ccc(P(=O)(O)c2ccc(C)cc2)cc1	-11	0	0	3	0.6	-1	0	-7	-6	6
O=C(NCC(=O)N(c1cccc(F)c1)C(C(=O)NC1CCCC1)c1ccco1)c1ccco1 (stereo unspecified)	-4	-4	-3	-3	-0.3	-1	-2	-3	1	2
CCNc1nc(NC(C)C)nc(NS(=O)(=O)c2ccc(N)cc2)n1	2	-5	0	3	-2.2	7	5	3	-2	-5
COc1cc([C@@H]2[C@H]3CN(C)CC=C3C(C#N)=C(N)C2(C#N)C#N)cc2c1OCO2	3	5	16	9	-2.5	-2	14	1	-1	11&-1
O=C(Nc1ccccc1)Nc1cccc(-c2cn3cccnc3n2)c1	11	5	-21	5	-0.5	9	-3	9	6	-12
Cc1ccc(S(=O)(=O)N(C)c2cc(S(=O)(=O)N3CCOCC3)c(C)cc2C)cc1	6	-4	6	-1	-1.0	0	3	3	-3	2
Cc1cc(NC(=O)c2cc3ccccc3oc2=O)no1	5	0	2	-1	-0.8	1	-6	3	-1	-4
CCCNC(=O)c1cc(S(=O)(=O)N2CCc3ccccc32)ccc1F	-15	-4	-2	-5	1.8	1	-3	0	-3	-1
CCN1CCN(C(CNS(=O)(=O)c2ccc(Cl)cc2)c2cccnc2)CC1 (stereo unspecified)	0	-3	-11	-3	-1.4	-2	-6	3	8	4
CC/C(=C/c1sc2ccc(C)cc2[n+]1CCO)SC	16	2	2	-5	0.5	2	-8	1	7	2
Brc1ccc(/C=N/n2cnnc2)s1	5	-4	9	-3	-0.9	7	-7	-1	10	-2
COc1ccc(NC(=O)C2CC2)cc1-n1cnnn1	5	0	4	3	-0.3	2	1	2	23	9
Cc1noc(NS(=O)(=O)c2ccc(NC(=O)C34CCC(CC3)C4)cc2)c1C	-5	0	2	3	0.5	4	4	5	9	7
C/C=C(\C)C(=O)Nc1cccc(C2=NOC3(C2)C[C@@H](C(N)=O)N(C(=O)c2cc([N+](=O)[O-])cc([N+](=O)[O-])c2C)C3)c1 (stereo partly specified)	15	0	-2	12	0.1	2	2	2	-1	-8
COc1ccc(C2=NOC(C(=O)Nc3cccnc3)C2)cc1OC (stereo unspecified)	-4	1	10	-2	-0.3	6	3	-4	-10	2
N#C/C(=C\c1ccc(O)c(O)c1)C(=O)c1ccc(O)c(O)c1	-1	1	24	31	-5.9	0	-33	3	3	34
COc1ccc(CCNC(=O)CSC2=NS(=O)(=O)c3cc(F)ccc3N2)cc1OC	-2	-2	-1	6	-1.0	4	-1	3	4	10
CCOC(=O)C1=CN(Cc2ccco2)S(=O)(=O)N(C)C1c1cccc(OC)c1 (stereo unspecified)	-4	0	7	3	0.0	-7	-1	-1	-5	-24

Part of the list above, field by field.
> Brc1ccc(/C=N/n2cnnc2)s1
  ASAP1 inh = 5
  SMARCA2 act = -4
  mABHD4 FP = 9
  rCAG RNA binder = -3
  PG9 Ab binder = -0.9
  GC-A act = 7
  NR1D1 modulator = -7
  NPR2 activator = -1
  ARFGAP1 inh = 10
  HTRA1 inh = -2

> CCOC(=O)C1=CN(Cc2ccco2)S(=O)(=O)N(C)C1c1cccc(OC)c1 (stereo unspecified)
  ASAP1 inh = -4
  SMARCA2 act = 0
  mABHD4 FP = 7
  rCAG RNA binder = 3
  PG9 Ab binder = 0.0
  GC-A act = -7
  NR1D1 modulator = -1
  NPR2 activator = -1
  ARFGAP1 inh = -5
  HTRA1 inh = -24

(further entries)
mol	ASAP1 inh	SMARCA2 act	mABHD4 FP	rCAG RNA binder	PG9 Ab binder	GC-A act	NR1D1 modulator	NPR2 activator	ARFGAP1 inh	HTRA1 inh
Cc1cccc(OCC(=O)N2CCc3ccccc3C2)c1C	-16	5	-2	1	0.7	-6	3	-7	7	-5
CN(C)CCCNCC(=O)c1c(-c2ccccc2)n(C)c2ccccc12	-7	0	15	5	-1.1	-3	0	-1	2	-7
O=C(CSc1n[nH]c(=O)n1Cc1ccccc1)Nc1ccc(F)c(F)c1F	8	-3	-1	3	0.3	2	7	1	0	2
NS(=O)(=O)c1ccc(NC(=O)CSc2ncn[nH]2)cc1	9	0	2	-3	0.6	4	0	2	4	-7
CN(C)C(CNC(=O)c1cc(Br)ccc1Cl)c1ccco1 (stereo unspecified)	5	0	2	0	-1.4	2	-2	-4	19	7
Cc1cc(NC(=O)CCC(=O)N(CC(=O)NC2CCCC2)c2ccc(Cl)c(Cl)c2)no1	-5	0	2	-1	-0.2	-4	3	1	7	-2
O=S(=O)(c1ccccc1)N1CCN(C(=S)NCCc2ccccc2)CC1	11	0	-9	-2	-1.1	-2	4	4	-12	-5
O=C(Nc1ccccc1C(=O)N1CCOCC1)c1ccc(CSc2ccccc2)cc1	-2	-5	1	-4	-1.0	0	0	-1	-3	-1
O=C(NCCCO)c1cc2ccccc2[nH]1	-13	-2	-2	1	-1.6	1	-6	-6	-13	8
CC1CN(C(=O)c2cccc(COc3ccc(Br)cc3)c2)CC(C)O1 (stereo unspecified)	-14	3	-1	-2	-0.5	5	2	-2	15	0
COCc1[nH]nc2c1C(c1ccccc1)N(Cc1ccccc1)C2=O (stereo unspecified)	1	6	-3	1	-0.2	6	0	-2	11	x
C/C(=N/O)c1ccccn1	7	2	2	-1	-0.5	3	-4	3	-5	7
C=C(C)Cn1c(CCNC(=O)C(C)(C)C)nc2ccccc21	1	-2	3	-5	-0.3	-2	4	2	-5	-1
Oc1ccccc1N=Cc1c(O)ccc2oc3c(c12)CCCC3	-7	0	30*	6	-1.1	0	1	-7	1	43*
Cc1[nH]c(=O)[nH]c(=O)c1S(=O)(=O)N1CCC(C(=O)NC(C)c2ccccc2)CC1 (stereo unspecified)	4	7	3	0	-3.6	3	-2	4	14	-5

Ordered by the number under GC-A act (highest first): some entries from above
canonical_smiles | ASAP1 inh | SMARCA2 act | PG9 Ab binder | GC-A act | NR1D1 modulator | NPR2 activator | ARFGAP1 inh | HTRA1 inh
O=C(Nc1ccccc1C(=O)N1CCOCC1)c1ccc(CSc2ccccc2)cc1 | -2 | -5 | -1.0 | 0 | 0 | -1 | -3 | -1
C=C(C)Cn1c(CCNC(=O)C(C)(C)C)nc2ccccc21 | 1 | -2 | -0.3 | -2 | 4 | 2 | -5 | -1
Cc1cccc(OCC(=O)N2CCc3ccccc3C2)c1C | -16 | 5 | 0.7 | -6 | 3 | -7 | 7 | -5

(more compounds)
mol	ASAP1 inh	SMARCA2 act	mABHD4 FP	rCAG RNA binder	PG9 Ab binder	GC-A act	NR1D1 modulator	NPR2 activator	ARFGAP1 inh	HTRA1 inh
CCCCNC(=O)c1c(O)c2cccc3c2n(c1=O)CCC3	-6	-1	0	2	-0.7	-3	3	-1	15	-11
O=C(O)Cn1c(SCc2cccc3ccccc23)nc2ccccc21	-1	2	4	25	-0.2	-2	-1	5	-2	-7
CC(C)CCC(C(=O)O)C(C)CC(=O)NNC(=O)c1ccco1 (stereo unspecified)	-9&3	-4&-2	-2&1	2&1	1.1&0.9	7&8	4&-4	-4&0	-9&13	4&-1
CCc1ccc(OCC(=O)OCC(=O)NCCNC(=O)COC(=O)COc2ccc(CC)cc2)cc1	20	-3	4	-2	-5.8	0	1	-2	7	0
COC(=O)c1ccc(COc2cc(C)ccc2C)o1	-7	0	2	-6	-0.1	3	-1	1	-2	2
C[C@@H]1C[C@H]2[C@@H]3C[C@H](F)C4=CC(=O)C=C[C@]4(C)[C@@]3(Cl)[C@@H](O)C[C@]2(C)[C@H]1C(=O)COC(=O)C(C)(C)C	-2	-4	-2	3	0.2	4	3	-1	-4	4
